esBAF inh – inhibitors of esBAF chromatin remodeling in mouse ES cells. hit rate 2% among 350,000. reporter increase, % at 12.5 µM. Bmi1-luciferase knock-in reporter, 24 h; 100% = twice the neutral-well signal; in the data active means activation above about 40%;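 further: 0% = median of the plate's neutral control wells and 100% = double that signal; a rise in the Bmi1 reporter signal indicates esBAF inhibition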
RAD52 inh – inhibitors of human RAD52 DNA annealing | AID 651710 | hit rate 0.46% among 360,000 | inhibition, % at 18.7 µM | recombinant RAD52 DNA annealing, FRET fluorescence;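 active means every replicate showing at least 50% inhibition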
ERp5 inh – blocks human ERp5 reductase activity on insulin; ERp5 insulin aggregation, absorbance 650 nm, 90 min; AID 651711; Q15084; hit rate 0.05% among 350,000; inhibition, % at 9.99 µM;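 active means mean replicate inhibition above about 25%, with every replicate also reaching it, limit read from the data, passing the limit was not always enough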
Target sequence (Q15084 whole entry, looked up): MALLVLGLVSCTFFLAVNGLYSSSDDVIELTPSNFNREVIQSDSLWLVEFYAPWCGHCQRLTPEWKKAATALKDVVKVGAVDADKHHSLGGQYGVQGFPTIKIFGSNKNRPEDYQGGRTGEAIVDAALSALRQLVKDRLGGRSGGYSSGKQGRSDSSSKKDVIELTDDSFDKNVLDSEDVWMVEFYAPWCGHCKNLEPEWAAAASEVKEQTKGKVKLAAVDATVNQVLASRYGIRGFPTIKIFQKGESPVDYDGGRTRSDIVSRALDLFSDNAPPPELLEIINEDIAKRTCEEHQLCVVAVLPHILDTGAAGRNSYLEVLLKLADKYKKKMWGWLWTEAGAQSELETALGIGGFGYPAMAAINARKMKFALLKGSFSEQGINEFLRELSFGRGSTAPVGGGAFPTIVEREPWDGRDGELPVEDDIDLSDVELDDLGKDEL
Casp6 inh – caspase-6 (human) enzyme inhibition | AID 686996 | P55212 | hit rate 0.53% among 350,000 | inhibition, % at 12.5 µM | purified caspase-6, Z-VEID-R110 cleavage fluorescence;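 active means mean inhibition across replicates at least about 35%, with every replicate also reaching that limit, limit read from the data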;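 further: 0% = median of neutral control wells and 100% = no fluorescence left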
Target sequence (P55212 24-179 limits assumed): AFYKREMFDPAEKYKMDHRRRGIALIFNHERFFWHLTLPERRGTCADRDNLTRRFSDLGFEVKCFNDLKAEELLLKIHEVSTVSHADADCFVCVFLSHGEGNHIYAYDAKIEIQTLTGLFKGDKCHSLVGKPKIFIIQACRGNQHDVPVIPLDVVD
Target sequence (P55212 194-293 limits assumed): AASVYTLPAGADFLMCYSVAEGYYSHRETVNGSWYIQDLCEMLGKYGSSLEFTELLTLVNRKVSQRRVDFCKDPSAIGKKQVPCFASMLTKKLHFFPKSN
ARNT-TACC3 inh – disrupts binding between human ARNT and TACC3; AlphaScreen His-ARNT PAS-B/GST-TACC3 binding, luminescence; TACC3 fragment carries E629A point mutation; inhibition, % at 9.99 µM; hit rate 0.66% among 390,000;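 active means mean inhibition of replicates at least 50% and at least half of replicates each reaching 50%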;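 further: 0% = complete ARNT plus TACC3 wells and 100% = ARNT alone without TACC3; many hits fall short of the cut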
E-sel inducer – E-selectin induction on HUVECs. AID 686992. HUVEC E-selectin immunofluorescence imaging; normalized: neutral wells 0, TNF-alpha wells 100. hit rate 0.37% among 260,000. activation, % at 7.58 µM;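 active means mean E-selectin-positive cell signal at least 10% of the positive control, reached in at least 60% of replicates, without over 20% cell loss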;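 further: in these data hits start at about 27%; measured in HUVEC primary endothelial cells; signal is the percent of cells scored E-selectin positive by PE staining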
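material = human umbilical vein endothelial cells (HUVEC), E-selectin induction | quantity = 3,000 cells/well | medium = EGM-2 growth medium on 0.1% gelatin-coated wells | technique = immunofluorescence imaging | read-out basis = % PE-positive cells | control set = TNF-alpha positive control, DMSO neutral control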
PglD inh – blocks C. jejuni PglD acetyltransferase activity; purified PglD enzyme, DTNB colorimetric CoA detection; inhibition, % at 12.5 µM; hit rate 0.098% among 360,000; in the data active means inhibition above about 16%, passing the limit was not always enough; further: strong numbers were not always called active
RAD54 branch – blocks human RAD54 Holliday junction branch migration; inhibition, % at 10.4 µM; hit rate 0.14% among 360,000; Q92698; FAM/BHQ fluorescence; AID 602329;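 active means mean normalized replicate activity at least 40 and at least half of replicates scoring 40 or more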;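 further: 0% = median of neutral control wells and 100% = median of positive control wells; inhibitors cause a drop in the FAM fluorescence signal; in these data hits start at about 50%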
The depositor's hits bear a star.

Sample of the layout, four compounds:
Screening CCOC(=O)C1CCCN(C(=O)c2cn(-c3ccccc3)nc2-c2cccnc2)C1 (centres undefined) returned esBAF inh -5, RAD52 inh 3, ERp5 inh -1, Casp6 inh -89, ARNT-TACC3 inh -4 and E-sel inducer 0.2.
For CC1CCN(c2nc3c(c(=O)[nH]c(=O)n3C)n2CCSc2ncccn2)CC1 the results were esBAF inh -2, RAD52 inh -17, ERp5 inh 6, Casp6 inh 2, ARNT-TACC3 inh -4, E-sel inducer 0.5, PglD inh -5 and RAD54 branch -16.
Cc1nn(-c2ccccc2)c(Cl)c1C(=O)NCC(=O)O was read as esBAF inh -5, ARNT-TACC3 inh 10, PglD inh 6 and RAD54 branch 8.
For Cc1cc(C)cc(Cn2cc(CN3CC(N(C)C)CS3(=O)=O)nn2)c1 (centres undefined) the results were RAD52 inh -21, ERp5 inh -6, Casp6 inh -2 and E-sel inducer 0.0.

Main list (from the top)
Screening CCOC(=O)C1CCCN(C(=O)c2cn(-c3ccccc3)nc2-c2cccnc2)C1 (centres undefined) returned esBAF inh -5, RAD52 inh 3, ERp5 inh -1, Casp6 inh -89, ARNT-TACC3 inh -4 and E-sel inducer 0.2.
For CC1CCN(c2nc3c(c(=O)[nH]c(=O)n3C)n2CCSc2ncccn2)CC1 the results were esBAF inh -2, RAD52 inh -17, ERp5 inh 6, Casp6 inh 2, ARNT-TACC3 inh -4, E-sel inducer 0.5, PglD inh -5 and RAD54 branch -16.
Cc1nn(-c2ccccc2)c(Cl)c1C(=O)NCC(=O)O was read as esBAF inh -5, ARNT-TACC3 inh 10, PglD inh 6 and RAD54 branch 8.
For Cc1cc(C)cc(Cn2cc(CN3CC(N(C)C)CS3(=O)=O)nn2)c1 (centres undefined) the results were RAD52 inh -21, ERp5 inh -6, Casp6 inh -2 and E-sel inducer 0.0.
Screening Cc1ccc(NC(=O)CC2S/C(=N/N=C/C=C/c3ccccc3)NC2=O)cc1Cl (centres undefined) returned RAD52 inh -19, ERp5 inh -2, Casp6 inh -2 and ARNT-TACC3 inh -12.
`CC(C)c1cccc(-c2csc(C(C)(O)c3ccc(F)c(F)c3)n2)c1` (centres undefined) gave esBAF inh 5, RAD52 inh -4, ERp5 inh 5, Casp6 inh 0, E-sel inducer -3.0, PglD inh 24* and RAD54 branch 7.
`O=C1CC(c2ccc(S(=O)(=O)NCCOc3ccccc3)cc2)CN1` (centres undefined) gave esBAF inh 2, ARNT-TACC3 inh -9, PglD inh 1 and RAD54 branch 11.
Screening Nc1c(NCc2ccccc2F)c(=O)[nH]c(=O)n1Cc1ccccc1 returned esBAF inh 0, ARNT-TACC3 inh -2, PglD inh -8 and RAD54 branch -6.
Screening CC(C)(C)c1[nH]nc2c1C(c1ccncc1)C(C#N)=C(N)O2 (centres undefined) returned esBAF inh 6, ARNT-TACC3 inh -6, PglD inh 0 and RAD54 branch 8.
Screening Cc1ccc(-c2csc(N=C(N)N)n2)cc1 returned RAD52 inh 9, ERp5 inh 0, Casp6 inh -1, ARNT-TACC3 inh -1, E-sel inducer 1.6, PglD inh 9 and RAD54 branch 10.
Screening Cn1c(SCC(=O)Nc2cccc3ccccc23)nc(O)cc1=O returned esBAF inh -3, ARNT-TACC3 inh -3, PglD inh 0 and RAD54 branch -27.
For N#Cc1c(N)n(-c2ccc(C(=O)O)cc2)c2nc3ccccc3nc12 the results were esBAF inh 2, RAD52 inh -98, ERp5 inh 2, Casp6 inh 7, ARNT-TACC3 inh 33, E-sel inducer -0.2, PglD inh -6 and RAD54 branch -8.
`CC(C)CC(C(=O)NC(C)(C)C)N(Cc1ccccc1Cl)C(=O)c1snc(C(N)=O)c1N` (centres undefined) gave esBAF inh 3, RAD52 inh -16, ERp5 inh 0, Casp6 inh -3, ARNT-TACC3 inh -9, PglD inh 3 and RAD54 branch -5.
For COc1ccc(NC(=O)N[C@H]2CC[C@@H](CC(=O)NC3CCCCC3)O[C@@H]2CO)cc1 the results were esBAF inh -2, RAD52 inh -7, ERp5 inh 2, Casp6 inh 0, ARNT-TACC3 inh -33, E-sel inducer 0.1, PglD inh -3 and RAD54 branch -5.
For CC(C)NC(=O)Nc1ccc2c(c1)C(=O)N([C@H](C)CO)C[C@H](C)[C@H](CN(C)CC1CCCCC1)OCCCC[C@@H](C)O2 the results were esBAF inh -1, RAD52 inh -1, ERp5 inh 17, Casp6 inh 0, ARNT-TACC3 inh 14, E-sel inducer -0.2, PglD inh -5 and RAD54 branch 2.
For Cc1ccc(S(=O)(=O)N2[C@H](c3cccc(Cl)c3)CC(=O)[C@@H]3CN(S(=O)(=O)c4ccccc4C)[C@H](c4ccc(Cl)cc4)C[C@@H]32)cc1 the results were esBAF inh -20, RAD52 inh -8, ERp5 inh -1, Casp6 inh 1, E-sel inducer -0.2, PglD inh 0 and RAD54 branch 3.
Screening COC(=O)Cn1cnc2c(nnn2-c2cccc(OC)c2)c1=O returned esBAF inh -10, RAD52 inh -13, ERp5 inh 5, Casp6 inh 0, ARNT-TACC3 inh -6, E-sel inducer 0.0, PglD inh -1 and RAD54 branch 8.
Screening Cc1nc(CSc2ccc(Cl)cc2)cs1 returned esBAF inh 31, RAD52 inh -1, ERp5 inh 0, Casp6 inh 2, ARNT-TACC3 inh -2, E-sel inducer 0.0, PglD inh -6 and RAD54 branch 10.
O=C1CN(C(=O)CSc2ccc(-c3ccc(F)cc3)nn2)c2ccccc2N1 was read as esBAF inh 1, RAD52 inh -22, ERp5 inh 3, Casp6 inh 0 and ARNT-TACC3 inh -2.
Screening O=C(CCNC(=O)c1ccco1)NC(Cc1c[nH]c2ccccc12)C(=O)O (centres undefined) returned esBAF inh 3, RAD52 inh -8, ERp5 inh -1, Casp6 inh 24, ARNT-TACC3 inh 5, E-sel inducer -1.7, PglD inh 6 and RAD54 branch -4.
For OC(COC(c1ccccc1)c1ccccc1)CN1CCCCC1 (centres undefined) the results were esBAF inh -7, ARNT-TACC3 inh 12, PglD inh -4 and RAD54 branch 2.
`COc1ccc(CC(=O)NCC2CCCN(Cc3ccc(F)c(OC)c3)C2)cc1` (centres undefined) gave esBAF inh -2, RAD52 inh -3, ERp5 inh 3, Casp6 inh -2, ARNT-TACC3 inh -16, PglD inh 4 and RAD54 branch 3.
For Clc1cccc(Cl)c1C[n+]1ccc2ccccc2c1 the results were esBAF inh -11, RAD52 inh -98, ERp5 inh 2, Casp6 inh -3, ARNT-TACC3 inh -4, E-sel inducer 0.0, PglD inh 2 and RAD54 branch 5.
Screening COCCNC(=O)C[C@@H]1C[C@@H]2c3cc(NC(=O)Nc4ccc(OC)cc4)ccc3O[C@@H]2[C@H](CO)O1 returned esBAF inh 4, RAD52 inh 13, ERp5 inh -2, Casp6 inh 3, ARNT-TACC3 inh -5, E-sel inducer 0.2, PglD inh 7 and RAD54 branch -2.
For CC1=C(C(=O)N2CCOCC2)CC(CC(=O)NC2CCCCC2)C(=O)N1CCCN1CCCC1=O (centres undefined) the results were esBAF inh -2, RAD52 inh -5, ERp5 inh 0, Casp6 inh -1, E-sel inducer 12, PglD inh 4 and RAD54 branch 3.
CCOC(=O)Cn1c(=O)sc2ccccc21 was read as esBAF inh 1, ARNT-TACC3 inh 1, PglD inh -4 and RAD54 branch -9.
`Cn1c(/N=C/c2c(O)ccc3ccccc23)nc2ccccc21` gave esBAF inh -18, ARNT-TACC3 inh 6, PglD inh -1 and RAD54 branch -7.
Cc1ccc(NC(=O)C2CCC2)cc1S(=O)(=O)N1CCCCCC1 was read as esBAF inh -1, RAD52 inh -9, ERp5 inh 12, Casp6 inh -2, ARNT-TACC3 inh -3, E-sel inducer 0.2, PglD inh -5 and RAD54 branch -2.
For CC(=O)N(Cc1ccccc1)C(CC(=O)NCc1ccccc1)C(=O)O (centres undefined) the results were esBAF inh 0, RAD52 inh -22, ERp5 inh 4, Casp6 inh -2, ARNT-TACC3 inh 1, E-sel inducer -0.2, PglD inh -2 and RAD54 branch 5.
N#Cc1ccc(OCC(=O)NC(=O)NC2CCS(=O)(=O)C2)cc1 (centres undefined) was read as esBAF inh -5, RAD52 inh -5, ERp5 inh 2, Casp6 inh 0, ARNT-TACC3 inh 7, E-sel inducer 0.1, PglD inh -2 and RAD54 branch -3.
Screening CC(C)(CNC(=O)c1cccc(S(=O)(=O)N2CCCCC2)c1)N1CCOCC1 returned esBAF inh 14, RAD52 inh -3, ERp5 inh 4, Casp6 inh 2, PglD inh 1 and RAD54 branch -2.
`C[C@@H]1CN([C@@H](C)CO)C(=O)Cc2cc(NS(=O)(=O)c3ccc(Cl)cc3)ccc2O[C@@H]1CN(C)S(=O)(=O)c1cccs1` gave esBAF inh 6, RAD52 inh 2, ERp5 inh 0, Casp6 inh 0, ARNT-TACC3 inh -4, E-sel inducer 3.9, PglD inh 0 and RAD54 branch 10.
COc1ccc(NC(=O)CN(c2ccc(Cl)cc2)S(C)(=O)=O)cc1OC was read as esBAF inh 11, RAD52 inh 4, ERp5 inh 4, Casp6 inh 1, ARNT-TACC3 inh 1, PglD inh -1 and RAD54 branch -4.
Screening C[C@@H]1CN([C@@H](C)CO)S(=O)(=O)c2ccc(C#Cc3ccc(F)cc3)cc2O[C@H]1CN(C)C(=O)c1ccccn1 returned esBAF inh 0, RAD52 inh -3, ERp5 inh -3, Casp6 inh -3, ARNT-TACC3 inh 2, E-sel inducer -0.2, PglD inh 2 and RAD54 branch -3.
For O=C(COC(=O)c1c(F)cccc1F)Nc1ccc2[nH]c(=O)[nH]c2c1 the results were RAD52 inh -11, ERp5 inh 1, Casp6 inh 0 and ARNT-TACC3 inh -1.
Cc1cccc(OCC(=O)NC2CC(C)(C)NC(C)(C)C2)c1 was read as esBAF inh -8, RAD52 inh -4, ERp5 inh -1, Casp6 inh 6, ARNT-TACC3 inh 3, PglD inh 7 and RAD54 branch 1.
`CC(=O)N/C(=C\c1ccccc1)C(=O)OCC(=O)c1ccccc1` gave esBAF inh 1, RAD52 inh -20, ERp5 inh 2, Casp6 inh -1, ARNT-TACC3 inh -5, PglD inh -2 and RAD54 branch -3.
`COc1ccccc1C(=O)N1CCC2CCN(C(=O)OC(C)(C)C)C2C1` (centres undefined) gave RAD52 inh 10, ERp5 inh -6, Casp6 inh -1 and E-sel inducer 0.7.
Screening O=C(NCc1ccccc1)C(C(=O)c1ccc(F)cc1)n1ccccc1=O (centres undefined) returned esBAF inh -6, ARNT-TACC3 inh -2, PglD inh 5 and RAD54 branch 9.
CCCCOc1ccc(C(=O)OCC(=O)c2c(N)n(C)c(=O)n(C)c2=O)cc1 was read as esBAF inh 1, RAD52 inh 3, ERp5 inh -10, Casp6 inh 1, ARNT-TACC3 inh -3, PglD inh 3 and RAD54 branch -3.

As a working copy, part of the list above:
Screening O=C(NCc1ccccc1)C(C(=O)c1ccc(F)cc1)n1ccccc1=O (centres undefined) returned esBAF inh -6, ARNT-TACC3 inh -2, PglD inh 5 and RAD54 branch 9.
CCCCOc1ccc(C(=O)OCC(=O)c2c(N)n(C)c(=O)n(C)c2=O)cc1 was read as esBAF inh 1, RAD52 inh 3, ERp5 inh -10, Casp6 inh 1, ARNT-TACC3 inh -3, PglD inh 3 and RAD54 branch -3.
